# HP1b chromo inh – inhibitors of HP1-beta chromodomain binding to methylated histone tails. hit rate 0.56% among 390,000. AlphaScreen HP1-beta / biotin-H3K9me3 peptide binding. P83916. Potency, µM (series often up to 114 µM), inactives show at the top dose activity change, negative = inhibition, hits mostly inhibitors. AID 540317; further: potency means the concentration at half of the fitted maximal effect; nearly all actives have a fitted effect of over 70% in size; inactives centre near 23
#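 HP1-beta protein (50 nM final) preincubated 30 min at room temperature with biotinylated H3(1-18)K9me3 peptide (50 nM) in PBS pH 7.4, 0.01% Tween-20, then compound added for 30 min. AlphaScreen streptavidin donor/nickel chelate acceptor beads (10 ug/mL final), 30 min dark, luminescence read.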
# Pin1 inhibitor – human Pin1 inhibition | Q13526 | Pin1 FP peptide displacement, HiFluor488, 10 min | Potency, µM (titrated, usually from 115 µM), without a hit: at the highest dose activity, negative = inhibition, hits mostly inhibitors | hit rate 0.009% among 390,000; active means well fitted inhibition curve with a large enough effect in the polarisation, with a control signal flat, not every such curve was filed as active; inconclusive means small, poorly fitted or top-dose-only effect, or effect the other way, or a change in a side signal; inactive means no such curve, though single readings can be large or run the other way; the % refers to the polarisation; further: potency means the concentration at half of the fitted maximal effect; on the % scale 0 is the no-effect control and ±100 the full control effect
# Target sequence (Q13526 whole entry, looked up): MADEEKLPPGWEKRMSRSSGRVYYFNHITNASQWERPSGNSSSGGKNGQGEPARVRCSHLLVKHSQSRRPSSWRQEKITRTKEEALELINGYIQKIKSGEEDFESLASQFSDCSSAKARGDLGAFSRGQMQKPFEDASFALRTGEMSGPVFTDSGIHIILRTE
# Tb PGK inh – blocks T. brucei phosphoglycerate kinase; PGK/GAPDH coupled, Kinase-Glo luminescence, 60 min; Potency, µM (highest dose often 57.5 µM), for inactives: at the top dose activity change, negative = inhibition, actives largely listed as inhibitors; hit rate 0.043% among 380,000; AID 602233; further: potency means the concentration at half of the fitted maximal effect; on the % scale 0 is the no-effect control and ±100 the full control effect; nearly all actives have a fitted effect of over 60% in size
# Target sequence (P07378 whole entry, looked up): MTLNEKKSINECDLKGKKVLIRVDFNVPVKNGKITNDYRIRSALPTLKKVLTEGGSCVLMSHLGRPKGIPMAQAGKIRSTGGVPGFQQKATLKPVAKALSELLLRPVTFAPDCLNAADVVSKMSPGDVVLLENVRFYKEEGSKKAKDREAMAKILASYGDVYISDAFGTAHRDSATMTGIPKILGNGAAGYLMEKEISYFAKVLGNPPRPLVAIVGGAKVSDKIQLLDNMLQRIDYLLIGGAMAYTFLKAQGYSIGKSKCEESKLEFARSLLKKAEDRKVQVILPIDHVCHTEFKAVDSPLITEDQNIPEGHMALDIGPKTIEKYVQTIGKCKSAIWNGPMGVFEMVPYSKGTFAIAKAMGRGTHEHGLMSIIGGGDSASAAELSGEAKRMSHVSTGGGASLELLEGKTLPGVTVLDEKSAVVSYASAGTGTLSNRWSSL
#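 Recombinant glycosomal PGK reaction used 1,3-bisphosphoglycerate generated in-well by GAPDH (100nM final) in 100mM TEA pH 7.6, 5mM MgCl2, 0.01% Tween-20. After 60 minutes at room temperature, ATP was read by Kinase-Glo Plus luminescence end-point.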
# Pol eta inh – DNA polymerase eta (human) inhibition; hit rate 1.2% among 390,000; Potency, µM (doses to about 114 µM), without a hit: at the top dose activity change, negative = inhibition, most hits filed as inhibitors; AID 588591; recombinant Pol eta, fluorescent DNA replication assay; further: potency means the concentration at half of the fitted maximal effect; on the % scale 0 is the no-effect control and ±100 the full control effect
#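 Pol eta (10 nM) was preincubated with compounds for 15 min at room temperature, after which fluorescent replication substrate (50 nM final) was added to start the reaction. Fluorescence was read kinetically at 0 and 10 min.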
# G9a block – blocks human histone lysine methyltransferase G9a; Q96KQ7; G9a H3K9 monomethylation, AlphaScreen, 2 h; Potency, µM (top dose mostly 102 µM), inactives show top-dose activity, negative = inhibition, most hits filed as inhibitors; hit rate 8.8% among 350,000; further: potency means the concentration at half of the fitted maximal effect; on the % scale 0 is the no-effect control and ±100 the full control effect; nearly all actives have a fitted effect of over 75% in size
# Target sequence (Q96KQ7 913-1193 limits assumed): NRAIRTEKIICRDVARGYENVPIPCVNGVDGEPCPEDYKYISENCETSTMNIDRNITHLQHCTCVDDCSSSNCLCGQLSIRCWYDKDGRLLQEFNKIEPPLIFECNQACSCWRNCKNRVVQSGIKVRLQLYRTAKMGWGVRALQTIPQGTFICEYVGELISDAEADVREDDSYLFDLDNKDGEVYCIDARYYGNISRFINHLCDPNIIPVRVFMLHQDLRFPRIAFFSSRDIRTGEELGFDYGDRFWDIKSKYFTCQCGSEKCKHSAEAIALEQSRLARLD
#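 Signal arises when biotinylated H3K9 peptide, once monomethylated, bridges streptavidin donor and antibody-captured acceptor beads. Enzyme at 20 nM was preincubated 15 min with test compounds; peptide 500 nM and SAM 20 uM then reacted for 2 h.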
# BAZ2B inh – inhibitors of human BAZ2B bromodomain; AID 504333; Potency, µM (doses to about 114 µM), without a hit: at the top dose activity change, negative = inhibition, actives largely listed as inhibitors; AlphaScreen BAZ2B-H3K14Ac peptide displacement; Q9UIF8; hit rate 4.4% among 360,000; further: potency means the concentration at half of the fitted maximal effect; on the % scale 0 is the no-effect control and ±100 the full control effect; nearly all actives have a fitted effect of over 60% in size
#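 AlphaScreen displacement: compounds (up to 110uM) incubated 30 min at room temperature with a preformed 50 nM BAZ2B/50 nM biotinylated H3K14Ac peptide complex in PBS pH 7.4 with Tween-20. Donor and acceptor beads at 10 ug/mL final added, 20 min light-protected before reading.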
# JMJD2A Tudor – blocks the human JMJD2A Tudor domain. AlphaScreen JMJD2A-Tudor / H3K4me3 peptide binding. hit rate 4.4% among 390,000. AID 504339. Potency, µM (titrated, usually from 114 µM), inactives show top-dose activity change, negative = inhibition, most hits filed as inhibitors; further: potency means the concentration at half of the fitted maximal effect; on the % scale 0 is the no-effect control and ±100 the full control effect; nearly all actives have a fitted effect of over 50% in size
# GLS inh – blocks human kidney-isoform glutaminase activity | GLS enzymatic activity, qHTS titration | AID 624170 | hit rate 0.21% among 410,000 | O94925 | Potency, µM (series often up to 45.5 µM), inactives show at the top dose activity change, negative = inhibition, most hits filed as inhibitors; further: potency means the concentration at half of the fitted maximal effect; on the % scale 0 is the no-effect control and ±100 the full control effect
#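 Assay buffer: 45 mM KH2PO4 pH 8.2, 0.02% Tween-20. hKGA acts on L-glutamine (1 mM solution added); product glutamate is reported by an oxidase/peroxidase Amplex Red coupling, with fluorescence taken at baseline and 30 min.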
# PI4K2A block – PI4K2A (human) kinase inhibition; purified PI4K2A, ADP-Glo luminescence, 1 h; stronger effect = lower value; Q9BTU6; AID 1346378; hit rate 0.13% among 420,000; activity change, negative = inhibition, % at 76.9 µM; in the data active means activity change below about -50%; inconclusive means mostly about -30% to -49%;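 further: -100% = wells without enzyme as full effect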
#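 ADP-Glo luminescence measured ADP generated by PI4K2A enzyme (4 ug/mL before mixing) with 1.2 mM PI substrate (pre-mix) and 300 microM ATP (pre-mix). Tris pH7.5 buffer with MgCl2, Triton X-100; 1 h reaction at ambient temperature.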
# Active calls of the source: *; i = inactive; ? = inconclusive; · = no result given; [ ] = dose if it differs, or a comment. Unless noted, the call rests on the fitted dose curve; in most records, active means well fitted curve in the direction sought with a large enough effect; inconclusive means small, poorly fitted or top-dose-only effect, or another doubt; inactive means no such curve, though single readings can be large; an effect the other way counts as inactive or inconclusive. This is a subset; count on the stated rates, not on these rows.
HP1b chromo inh	Pin1 inhibitor	Tb PGK inh	Pol eta inh	G9a block	BAZ2B inh	JMJD2A Tudor	GLS inh	PI4K2A block	SMILES
20%[57 µM]	25%	-7%	-18%	13%[59 µM]	?	-13%	-3%	-3	COC(=O)c1c(-c2ccc(Cl)cc2)noc1N1CCN(c2ccc(F)cc2)CC1
-31%	?	-9%[11.5 µM]	10%	40µM*	?	?	29%	1	Cn1ccnc1SCC(=O)c1cc2ccccc2o1
17%	6%	-7%	-5%	29%[59 µM]	0%	-11%	0%	-1	CCOc1cc(S(=O)(=O)NC2CC(C)(C)NC(C)(C)C2)ccc1F
10%	0%	1%[11.5 µM]	-16%	45µM*	-30%	-18%	-4%	0	Cc1nc2sc(C(c3ccco3)N3CCN(c4ccccc4F)CC3)c(O)n2n1 (centres undefined)
-57%	-10%	6%	-10%	?	56µM*	6.3µM*	15%	13	CCOCCCNCC(=O)NC1(C)C2CCC(C2)C1(C)C (centres undefined)
-4%	2%	i	-9%	4%[59 µM]	7%	-17%	13%	1	Cc1ccc(NC(=O)COC(=O)C(NS(=O)(=O)c2ccc(Cl)cc2)C(C)O)c(Br)c1 (centres undefined)
14%	0%	-4%	-9%	-34%[59 µM]	?	-26%	11%	0	CCCCCN1C(C(=O)c2ccccc2)=C(NC(C)=O)c2ccccc2S1(=O)=O
-5%	-2%	i	-5%	3%	-16%	20µM*	0%	-1	O=C(Cc1cccs1)N(c1ccc(Br)cc1)C1C=CS(=O)(=O)C1 (centres undefined)
39%[activator]	?	-8%	-20%	28µM*	-28%	-25%	-1%	0	Cc1ccc(S(=O)(=O)N2CN(CC3CCCO3)c3nc4ccccc4nc32)cc1 (centres undefined)
38%	-6%	·	·	-7%[59 µM]	-6%	-4%	8%	-4	CCOc1cc(C2c3c(oc4cc(C)cc(C)c4c3=O)C(=O)N2CCO)ccc1O (centres undefined)
19%	-1%	2%	-14%	·	·	-15%	24%	-12	COC(=O)[C@]1(C)N[C@H](CN(C)C(=O)Nc2ccc(C)cc2)[C@@H]2C(=O)N(Cc3ccccc3)C(=O)[C@@H]21
30%	1%	i	-4%	3%[59 µM]	3%	-1%[57.1 µM]	-2%	5	COc1cc(C(=O)Nc2ccc(C(C)=O)cc2)c(Br)c(OC)c1OC
53%[activator]	21%	i	-16%	37%[activator]	·	0%	1%	4	COc1ccc(OC)c(/C=C/C(=O)OCC(=O)Nc2ccc(Cl)c(S(=O)(=O)N(C)C)c2)c1
31%	5%	0%	0%	21%[59 µM]	6%	-4%	1%	-13	O=C(Nc1ccn(Cc2ccccc2F)n1)c1ccc(COc2cccc(Br)c2)cc1
19%	-1%	-8%	-14%	25%	-1%	-8%	-6%	1	CN(C)S(=O)(=O)c1cc(NC(=O)COC(=O)CCc2ccccc2)ccc1Cl
13%	5%	-7%	-19%	9%[59 µM]	-6%	-31%	1%	0	Cc1cc(C)c(OCC(=O)NCC(c2ccco2)N2CCCCC2)c(C)c1 (centres undefined)
21%	-3%	-7%	8%	45µM*	-18%	-6%	0%	1	CC(=O)Nc1ncc(N=Nc2cccc(C(F)(F)F)c2)s1
33%	-3%	1%	-15%	-7%[12.7 µM]	-5%	-14%	10%	-1	COc1cc(OC)c(N2CC34C=CC(O3)C(C(=O)O)C4C2=O)cc1Cl (centres undefined)
38%	12%	i	3%	50µM*	4%	-11%	-3%	4	CCc1nnc(NC(=O)/C=C/c2ccco2)s1
60%[activator]	-9%	0%	-11%	10%[12.7 µM]	10%	-11%	-8%	-8	CC1CCCC(C)N1C(=O)c1cc(F)c(F)cc1Cl (centres undefined)
16%	4%	i	-4%	-5%[12.7 µM]	-2%	-17%	-17%	1	CC(=O)c1ccc(NC(=O)CCNS(=O)(=O)c2cccc3nonc23)cc1
18%	2%	-8%	-12%	27%[12.7 µM]	-9%	-2%	27%	-2	CC(C)(C)NS(=O)(=O)c1ccc(NC(=S)NC(=O)C2CC2)cc1
24%	8%	2%	-9%	17%[2.33 µM]	-3%	-31%	3%	0	COc1ccccc1CNC(=O)C1CC2Cn3c(nc4cc(C)c(C)cc43)C2N1C (centres undefined)
20%	?	-5%	-15%	14%[59 µM]	-6%	-13%	6%	3	O=C(/C=C/c1ccccc1)NCCSCc1ccc(Cl)cc1
26%	0%	-6%	-19%	3%[59 µM]	1%	1%	6%	-2	O=C(C1CC1)N1CCc2cc(Br)cc(S(=O)(=O)N3CCN(c4ccccc4)CC3)c21
17%	7%	-9%	-23%	-9%[2.33 µM]	-5%	-24%	8%	0	CC(Oc1ccccc1F)c1nnc(SCC(=O)NCc2ccc3c(c2)OCO3)o1 (centres undefined)
14%	?	0%	-21%	?	-36%	?	4%	-3	CCc1ccc(-c2nc(CN3CCC(C(=O)NCCc4ccc(OC)c(OC)c4)CC3)c(C)o2)cc1
-14%	-16%	i	-15%	·	?	2.2µM*	23%	-5	CCOc1cc(CN2CCCCCC2)ccc1OC
19%	3%	·	0%	-13%	1%	-15%	15%	-5	Cc1ccc(NC(=O)c2sc3ccccc3c2Cl)nc1
13%[57 µM]	0%	3%	-16%	·	·	-14%	11%	-4	COc1cc(C(=O)NNC(=O)CNC(=O)C2CCCCC2)ccc1OC(C)C
?	5%	2%	-19%	1.6µM*	-31%	?	-5%	-4	CCOC(=O)N1CCc2c(sc(NCc3ccc(OC)c(Br)c3)c2C(=O)Nc2cc(OC)ccc2OC)C1
53%[activator]	0%	3%	-19%	-3%	5%	-5%	4%	6	C/C(=N\OCC(=O)NC12CC3CC(CC(C3)C1)C2)c1cc2ccccc2o1
22%	-6%	-5%	-22%	2%	-30%	-17%	4%	-10	O=c1c2ccccc2[nH]c(=S)n1CCCN1CCN(c2ccccc2F)CC1
21%	-6%	-3%	-18%	-1%[59 µM]	8%	-13%	15%	6	COc1cccc(NC2C=CS(=O)(=O)C2)c1 (centres undefined)
-4%	3%	-1%	3%	·	·	-5%[57.1 µM]	28%	5	CCOC(=O)c1ccc(NCc2ccncc2)cc1
-11%[57 µM]	?	-5%	9%	40µM*	-25%	?	28%	0	Cc1cc(N2C(=O)C(O)=C(C(=O)c3cc4ccccc4o3)C2c2cccc(Cl)c2)no1 (centres undefined)
15%	-2%	-5%	5%	-2%[59 µM]	3%	-19%	1%	-1	CCC(=O)NC(C)C(c1cccs1)N1CCN(Cc2ccccc2)CC1 (centres undefined)
?	-9%	7%	-22%	·	56µM*	14µM*	4%	-2	COc1ccccc1N1CCN(CC(=O)c2ccc(F)cc2)CC1
20%	10%	7%	12%	13%[59 µM]	-11%	-9%	8%	1	COc1ccc(-c2nc3ccccc3s2)cc1NC(=O)c1cccc([N+](=O)[O-])c1C
13%	1%	-7%	?	·	·	-23%	4%	-2	C#CCOCCOCCOCCNc1nc(N2CCN(C(=O)[C@H](C(C)C)n3cc(CCO)nn3)CC2)nc(N2CCN(C(=O)[C@H]([C@@H](C)CC)n3cc(CCC(=O)O)nn3)CC2)n1
19%	0%	14%	-6%	?	14%	-14%	-1%	1	CCCN(CCC)S(=O)(=O)c1ccc(C(=O)Nc2nc3c(s2)CCc2ccccc2-3)cc1
4%	2%	11%	-1%	28%	?	-10%	6%	-4	O=C(Nc1ccccc1)Nc1ccc(Oc2cccnc2)nc1
0%	-1%	-3%	-18%	28%[59 µM]	8%	-31%	32%[activator]	0	CCC(=O)Nc1ccc(Cl)c(NC(=S)NC(=O)COc2ccccc2)c1

# Part of the list above in order of number of heavy atoms, low to high:
HP1b chromo inh	Pin1 inhibitor	Tb PGK inh	Pol eta inh	G9a block	BAZ2B inh	JMJD2A Tudor	GLS inh	PI4K2A block	SMILES
21%	-6%	-3%	-18%	-1%[59 µM]	8%	-13%	15%	6	COc1cccc(NC2C=CS(=O)(=O)C2)c1 (centres undefined)
-14%	-16%	i	-15%	·	?	2.2µM*	23%	-5	CCOc1cc(CN2CCCCCC2)ccc1OC
18%	2%	-8%	-12%	27%[12.7 µM]	-9%	-2%	27%	-2	CC(C)(C)NS(=O)(=O)c1ccc(NC(=S)NC(=O)C2CC2)cc1
33%	-3%	1%	-15%	-7%[12.7 µM]	-5%	-14%	10%	-1	COc1cc(OC)c(N2CC34C=CC(O3)C(C(=O)O)C4C2=O)cc1Cl (centres undefined)
53%[activator]	0%	3%	-19%	-3%	5%	-5%	4%	6	C/C(=N\OCC(=O)NC12CC3CC(CC(C3)C1)C2)c1cc2ccccc2o1
14%	0%	-4%	-9%	-34%[59 µM]	?	-26%	11%	0	CCCCCN1C(C(=O)c2ccccc2)=C(NC(C)=O)c2ccccc2S1(=O)=O
17%	7%	-9%	-23%	-9%[2.33 µM]	-5%	-24%	8%	0	CC(Oc1ccccc1F)c1nnc(SCC(=O)NCc2ccc3c(c2)OCO3)o1 (centres undefined)
-11%[57 µM]	?	-5%	9%	40µM*	-25%	?	28%	0	Cc1cc(N2C(=O)C(O)=C(C(=O)c3cc4ccccc4o3)C2c2cccc(Cl)c2)no1 (centres undefined)

# Screening results as filed in PubChem BioAssay.
